Source: PubChem (National Center for Advancing Translational Sciences (NCATS))
Tau fibril ThT – tau fibrillization inhibition (ThT binding) | recombinant tau K18 P301L, heparin-induced fibrillization, ThT fluorescence | AID 1460 | Potency, µM (doses to about 57.4 µM), inactives show at the highest dose activity, negative = inhibition, most hits filed as inhibitors | P10636 | 2.1% of 270,000 active; note: nearly all actives have a fitted effect of over 55% in size
Target sequence (P10636 561-689 P618L limits assumed): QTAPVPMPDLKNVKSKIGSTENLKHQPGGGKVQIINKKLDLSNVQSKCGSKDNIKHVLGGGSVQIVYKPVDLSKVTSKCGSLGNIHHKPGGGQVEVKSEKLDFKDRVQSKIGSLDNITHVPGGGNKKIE
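K18 P301L tau (15 uM + 0.24 uM Alexa 594-tagged), heparin 20 uM, NaOAc pH 7, 6 h 37 C; ThT 30 uM, 1 h RT, ex 450/em 510 nm.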
aGal spleen mod – inhibits or activates alpha-galactosidase in human spleen homogenate; P06280; human spleen homogenate, 4MU-alpha-Gal fluorescence, 40 min; Potency, µM (top dose mostly 80 µM), inactives show top-dose activity change, negative = inhibition, usual class: inhibitors; 0.008% of 240,000 active;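 note: 0% = enzyme with vehicle and -100% = no enzyme basal signal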
Target sequence (P06280 32-429 limits assumed): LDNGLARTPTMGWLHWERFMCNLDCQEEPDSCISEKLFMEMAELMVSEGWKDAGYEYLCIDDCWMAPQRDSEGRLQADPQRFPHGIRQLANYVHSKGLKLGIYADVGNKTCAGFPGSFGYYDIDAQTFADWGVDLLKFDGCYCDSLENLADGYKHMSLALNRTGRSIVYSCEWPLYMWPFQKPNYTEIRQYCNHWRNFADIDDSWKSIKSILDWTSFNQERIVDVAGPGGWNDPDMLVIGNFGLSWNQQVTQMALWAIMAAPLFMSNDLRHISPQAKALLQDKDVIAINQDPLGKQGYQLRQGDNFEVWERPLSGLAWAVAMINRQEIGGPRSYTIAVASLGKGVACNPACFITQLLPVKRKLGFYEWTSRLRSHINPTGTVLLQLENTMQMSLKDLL
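Human spleen homogenate (1 ug) was the enzyme source, with 4-methylumbelliferyl-alpha-D-galactopyranoside (1 mM final) in pH 5.0 citrate buffer with 0.01% Tween-20. Compounds were titrated; after 40 min at 37C, NaOH/glycine stop, 4-MU fluorescence read; AC50 from Hill fits.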
Tau fibril FP – inhibitors of human tau fibril formation | P10636 | K18 P301L tau heparin fibrillization, Alexa594 FP, 6 h | Potency, µM (doses to about 57.7 µM), for the others: at the top dose activity, negative = inhibition, usual class: inhibitors | 0.39% of 280,000 active | AID 1468; note: nearly all actives have a fitted effect of over 55% in size
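Recombinant K18 P301L […], labeled with Alexa 594 at 0.24 uM over 15 uM unlabeled; heparin inducer 20 uM final; 37 C, 6 hr; FP endpoint.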
ALDH1A1 block – blocks purified human ALDH1A1 activity. Purified ALDH1A1, NADH fluorescence, propionaldehyde substrate. 7.3% of 220,000 active. AID 1030. Potency, µM (top dose mostly 75.3 µM), for the others: top-dose activity, negative = inhibition, usual class: inhibitors; active = well fitted inhibition curve with a large enough effect, not every such curve was filed as active; inconclusive = small, poorly fitted or top-dose-only effect, or another doubt; inactive = no such curve, though single readings can be large or run the other way;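 note: plate controls were no enzyme wells and a reference inhibitor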
Target sequence (P00352 whole entry, looked up): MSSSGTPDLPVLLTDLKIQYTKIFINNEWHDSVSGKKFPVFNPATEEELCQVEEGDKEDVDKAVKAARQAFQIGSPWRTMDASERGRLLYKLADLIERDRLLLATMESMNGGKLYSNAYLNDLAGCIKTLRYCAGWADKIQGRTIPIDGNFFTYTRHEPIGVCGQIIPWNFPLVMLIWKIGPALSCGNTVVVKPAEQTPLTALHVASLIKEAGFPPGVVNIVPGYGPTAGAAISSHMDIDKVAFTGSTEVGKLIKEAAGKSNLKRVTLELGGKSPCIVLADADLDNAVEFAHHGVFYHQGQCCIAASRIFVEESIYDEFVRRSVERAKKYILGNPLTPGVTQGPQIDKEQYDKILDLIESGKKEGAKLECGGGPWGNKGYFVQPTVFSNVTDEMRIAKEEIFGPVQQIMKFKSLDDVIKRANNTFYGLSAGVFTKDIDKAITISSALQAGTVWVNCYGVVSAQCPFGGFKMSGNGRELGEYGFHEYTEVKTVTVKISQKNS
L3MBTL1 block – blocks human L3MBTL1 | Q9Y468 | AlphaScreen L3MBTL1–H3K9me1 peptide binding | Potency, µM (titrated, usually from 57.1 µM), inactives show at the top dose activity, negative = inhibition, usual class: inhibitors | 0.66% of 230,000 active | AID 485360; note: nearly all actives have a fitted effect of over 60% in size
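AlphaScreen assay: L3MBTL1 (50 nM final) was preincubated 30 min at room temperature with biotinylated H3(1-15)K9me1 peptide (75 nM final), then 30 min with library compounds; streptavidin donor and nickel chelate acceptor beads (10 ug/mL final) added, 30 min dark.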
TRb SRC2 PPI – TRbeta-SRC2 interaction inhibition. P10828. TRbeta-SRC2 peptide binding, fluorescence polarization; receptor liganded with 1 µM T3. Potency, µM (highest dose often 106 µM), for the others: at the top dose activity change, negative = inhibition, most hits filed as inhibitors. 0.065% of 280,000 active;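 note: plate controls were bound peptide for no effect and peptide without receptor for full effect; nearly all actives have a fitted effect of over 50% in size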
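Read-out is fluorescence polarization (555 nm excitation, 632 nm emission) of a Texas Red SRC2 coactivator peptide; loss of signal reflects blocked binding to human TRb ligand-binding domain in the presence of 1 uM T3.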
TR SRC2 fluor cs – alters Texas Red total fluorescence, flagging assay interference | TRb/SRC2 Texas Red total fluorescence interference | AID 1479 | Potency, µM (doses to about 106 µM), without a hit: at the top dose fluorescence change, negative = quenching | 0.29% of 280,000 active; active = well fitted curve in either direction with a large enough effect; inconclusive = small, poorly fitted or top-dose-only effect
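Human TRb ligand-binding domain at 0.6 uM with 20 nM Texas Red SRC2 peptide in Tris buffer containing 1 uM T3 and 5% DMSO, incubated with compound 5 h at ambient temperature. Total fluorescence (555/632 nm) calculated as parallel + 2 × perpendicular.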
Tau fluor cs – counter-screen for tau fibril formation inhibitors; Potency, µM (doses to about 57.7 µM), for the others: top-dose activity change, negative = decrease; tau K18 P301L Alexa594 fluorescence, heparin fibrillization; 0.93% of 280,000 active; note: nearly all actives have a fitted effect of over 55% in size
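Human tau K18 P301L (15 uM unlabeled, 0.24 uM Alexa 594-labeled) in 100 mM sodium acetate pH 7 with 20 uM heparin, 6 hr at 37 C. ThT 30 uM added, 1 hr ambient; Alexa 594 FP and total fluorescence read at 555/632 nm.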
* hit, by the source's call; ? = inconclusive; nt = no result given; [ ] = dose if it differs, or a comment. Unless noted, calls come from the whole dose curve; as a rule, active = well fitted curve in the direction sought with a large enough effect; inconclusive = small, poorly fitted or top-dose-only effect, or another doubt; inactive = no such curve, though single readings can be large; an effect the other way counts as inactive or inconclusive. Unless noted, % is set by controls: 0 for no effect and ±100 for the full control effect; potency is the fitted concentration of half-maximal effect. Hits appear at their usual frequency (roughly 8.5% active in at least one column).

SMILES	Tau fibril ThT	aGal spleen mod	Tau fibril FP	ALDH1A1 block	L3MBTL1 block	TRb SRC2 PPI	TR SRC2 fluor cs	Tau fluor cs
N#Cc1ccccc1OCC(O)CNCCNC(=O)Nc1ccccc1 (centres undefined)	-3%	-4%	-7%	13%	nt	2%	-1%	-5%
COc1cccc(-c2nc(NCCc3c[nH]c4ccc(OC)cc34)c3ccccc3n2)c1	?	8%	?	-9%	nt	8%	-8%	14µM*[quencher]
Cc1ccc(C(=O)N/C(=C\c2ccco2)C(=O)NCc2cccnc2)cc1	5%	?	9%	?	-12%	-4%	-3%	8%
O=C1CCC(C(=O)Nc2ccccc2N2CCOCC2)=NN1	4%	3%	-2%	nt	-3%	1%	-3%	-2%
Cc1ccc(CNC(=O)c2c[nH]c3ccc(S(=O)(=O)N4CCOCC4)cc3c2=O)cc1	3%	nt	?	nt	nt	-6%	-3%	-16%
O=C1/C(=C/c2ccncc2)SC(=S)N1C1CCCCC1	-9%	-8%	4%	-1%	2%	-16%	-2%	-3%
Cc1ccc(C)c(S(=O)(=O)ON2C(=O)c3ccccc3C2=O)c1	?	0%	-11%	?	15%	5%	-3%	-11%
COc1cc(OC)c(NC(=O)NCc2ccc3c(c2)CCN3C(C)=O)cc1Cl	?	nt	15%	nt	nt	5%	0%	?
CCn1ccnc1CN(C)Cc1nc(-c2ccccc2)no1	0%	-6%	8%	-4%	39%[activator]	-6%	-10%	-3%
O=C(NCc1ccccc1)c1ccc(F)c(F)c1	1%	9%	4%	9%	5%	-6%	-1%	-3%

3 structures out of the list, arranged by heavy-atom count, descending:
SMILES	Tau fibril ThT	aGal spleen mod	Tau fibril FP	ALDH1A1 block	L3MBTL1 block	TRb SRC2 PPI	TR SRC2 fluor cs	Tau fluor cs
Cc1ccc(CNC(=O)c2c[nH]c3ccc(S(=O)(=O)N4CCOCC4)cc3c2=O)cc1	3%	nt	?	nt	nt	-6%	-3%	-16%
Cc1ccc(C(=O)N/C(=C\c2ccco2)C(=O)NCc2cccnc2)cc1	5%	?	9%	?	-12%	-4%	-3%	8%
O=C1/C(=C/c2ccncc2)SC(=S)N1C1CCCCC1	-9%	-8%	4%	-1%	2%	-16%	-2%	-3%

(more compounds)
SMILES	Tau fibril ThT	aGal spleen mod	Tau fibril FP	ALDH1A1 block	L3MBTL1 block	TRb SRC2 PPI	TR SRC2 fluor cs	Tau fluor cs
COCCn1c(SCC(=O)/C=C2\N(C)c3ccccc3C2(C)C)nnc1-c1ccncc1	-16%	-9%	12%	2%	4%	-5%	0%	11%
COc1ccc(-c2cc(C(=O)Nc3c(C(=O)c4ccc(Cl)cc4)oc4ccccc34)no2)cc1	8%	nt	?	nt	nt	0%	-14%	3%
Cc1ccc(CN(C(=O)COc2cccc(Cl)c2)c2ccccn2)o1	1%	nt	-5%	nt	nt	-3%	5%	-4%
Cn1c(SCC(=O)NNC(=O)Cc2ccccc2)nnc1-c1ccc(Cl)cc1	-6%	7%	?	2%	4%	3%	-6%	-1%
Cc1nnc(SCc2nc(-c3ccc(Cl)cc3)no2)n1-c1ccc(F)cc1	?	nt	-7%	nt	nt	-27%[53 µM]	?	-21%
Cc1c(C(=O)NC2CCCc3ccccc32)oc2ccc(S(=O)(=O)N3CCOCC3)cc12 (centres undefined)	-9%	2%	-4%	3%	0%	6%	1%	-8%
Cc1ccc(Cc2nc3ccccc3nc2SCC(=O)N2CCCc3ccccc32)cc1	3%	nt	-4%	nt	nt	-1%	-1%	-7%
CC(=O)Nc1ccc(Nc2nc(-c3ccccc3)nc3ccccc23)cc1	?	-4%	-3%	?	nt	1%	1%	14µM*[quencher]
O=C1c2ccccc2C(=O)N1CCCCN(C(=O)c1ccc(Cl)s1)c1ccc(Cl)cc1	5%	0%	6%	4.5µM*	1%	3%	2%	-5%
Cc1cc(N=Cc2c(O)ccc3cc(Br)ccc23)no1	14%	9%	0%	1.8µM*	-2%	?	-20%	11%
CC(=O)N(C1=C(Cl)C(=O)c2ccccc2C1=O)C1CCCCC1	4µM*	5%	-14%	nt	?	2%	-3%	?
O=S(=O)(c1ccc(Cl)c(NC(=S)Nc2cccc(O)c2)c1)N1CCOCC1	?	3%	5%	?	1%	-1%	-1%	-25%
Cc1ccc(NC(=O)c2cc(S(=O)(=O)NCCC3=CCCCC3)ccc2F)cc1C	-3%	nt	-8%	nt	nt	6%	-2%	-27%
Cc1ccc(Nc2nc(N)nc(CSc3nc(C)cc(C)n3)n2)cc1	-9%	1%	0%	7%	nt	-8%	-4%	-14%
O=C1CC(NCc2ccco2)C(=O)N1CCc1ccccc1 (centres undefined)	-6%	-3%	-6%	-14%	-6%	1%	-4%	-2%
CCCCNC(=O)Cn1cnc2c(cnn2-c2ccc(C)c(C)c2)c1=O	-1%	13%	4%	16%	0%	-17%	4%	4%
O=C(COC(=O)c1cc[n+]([O-])cc1)NCc1ccccc1Cl	-2%	4%	-1%	-8%	2%	8%	1%	-3%
Cn1nc([N+](=O)[O-])nc1Sc1nnnn1-c1cccc(C(=O)O)c1	-23%	10%	-5%	nt	-8%	19%	13%	-22%
CC1(C)CC(=NOC(=O)c2ccccc2)CC(C)(C)N1	-8%	-8%	5%	1%	-2%	-3%	-2%	-9%
Cc1cc(S(N)(=O)=O)c(N)c(S(N)(=O)=O)c1	-5%	-21%	-5%	?	10%	4%	-3%	-10%
C/C=C(/C)C(=O)Nc1cccc(C2=NOC3(C2)C[C@@H](C(N)=O)N(C(=O)CCCCC)C3)c1 (some centres undefined)	2%	6%	-1%	nt	nt	1%	0%	-1%
NC(=O)C1CCN(CC(O)CSc2ccccc2)CC1 (centres undefined)	nt	8%	-4%	nt	nt	4%	-1%	-21%
CC1CN(C(=O)CCC(=O)NCc2cccs2)c2cc(Cl)ccc2O1 (centres undefined)	-4%	nt	-13%	nt	nt	-4%	2%	-9%
NS(=O)(=O)c1ccc(Nc2nc(-c3ccc(F)cc3)cs2)cc1	?	1%	12%	7%	-11%	-4%	-4%	16µM*[quencher]
COc1ccc(C(=O)Oc2cc(-c3ccc4c(c3)OCO4)cc(=O)c3c(C)oc(C)c23)cc1	?	nt	-1%	nt	nt	6%	6%	-14%
CCCCNS(=O)(=O)c1ccc(NS(=O)(=O)c2c(C)cc(C)cc2C)cc1	-11%	6%	0%	2%	nt	-4%	-1%	?
Cn1nc(Cc2n[nH]c(=S)n2C)c2ccccc2c1=O	nt	-4%	3%	nt	nt	1%	-3%	4%
Cc1cccc(NC(=O)CCNS(=O)(=O)c2cccc3nsnc23)c1C	6%	nt	-6%	nt	nt	-5%	-2%	-3%
C=CCC(NCCCO)c1cccc(OC)c1OC (centres undefined)	-9%	5%	5%	0%	nt	-14%	-1%	-4%
Cc1ccc(C(=O)COC(=O)c2cc(=O)[nH]c3ccccc23)cc1	-3%	5%	-8%	13%	?	1%	-1%	0%
CCOC(=O)c1ccccc1NC(=O)c1cnn(-c2ccc(OC)cc2)c1C1CCN(C(=O)OC(C)(C)C)CC1	-11%	nt	-6%	nt	nt	-1%	-4%	-10%
C/C(=N/OCO/N=C(\C)c1ccccc1F)c1ccccc1F	-2%	4%	-8%	6%	20%	-8%	0%	-8%
COC(=O)c1oc2ccc(OC)cc2c1N	-15%	6%	6%	?	5%	-11%	0%	-10%
C/C(N)=C(/C#N)C(=O)COC(=O)CNS(=O)(=O)c1c(F)cccc1F	2%	1%	-3%	3%	3%	-13%	0%	3%
O=C(CSc1nnc(-c2ccc(F)cc2)c2ccccc12)NCC1CCCO1 (centres undefined)	?	-19%	-6%	?	-14%	4%	0%	-5%
Cc1ccc(N(C)S(=O)(=O)c2ccc(C)cc2)cc1	-12%	-2%	?	-10%	nt	-1%	0%	-20%
CCOc1ccc(NC(=O)CCCCn2c(=O)[nH]c3ccsc3c2=O)cc1	-7%	-14%	-12%	?	14%	0%	-1%	-8%
Cc1cccc(NC(=O)c2c(C)nc3ccccn23)c1	-10%	-3%	3%	-3%	2%	-1%	-4%	0%
CC(C)(C)c1ccc(OCC(=O)Nc2ccc(C(=O)OC3CCCCC3)cc2)cc1	-2%	nt	-4%	nt	nt	-4%	4%	-12%
CC(C)c1ccc(Nc2nc3ccc(C(=O)c4ccccc4)cc3n3cnnc23)cc1	6%	nt	-1%	nt	nt	0%	0%	-13%

Full records from above. Screens in order: Tau fibril ThT	aGal spleen mod	Tau fibril FP	ALDH1A1 block	L3MBTL1 block	TRb SRC2 PPI	TR SRC2 fluor cs	Tau fluor cs
CCOc1ccc(NC(=O)CCCCn2c(=O)[nH]c3ccsc3c2=O)cc1 in the list: -7%	-14%	-12%	?	14%	0%	-1%	-8%
Cc1ccc(N(C)S(=O)(=O)c2ccc(C)cc2)cc1 in the list: -12%	-2%	?	-10%	nt	-1%	0%	-20%
CCOC(=O)c1ccccc1NC(=O)c1cnn(-c2ccc(OC)cc2)c1C1CCN(C(=O)OC(C)(C)C)CC1 in the list: -11%	nt	-6%	nt	nt	-1%	-4%	-10%
O=C(CSc1nnc(-c2ccc(F)cc2)c2ccccc12)NCC1CCCO1 (centres undefined) in the list: ?	-19%	-6%	?	-14%	4%	0%	-5%
COC(=O)c1oc2ccc(OC)cc2c1N in the list: -15%	6%	6%	?	5%	-11%	0%	-10%

Further results follow:
SMILES	Tau fibril ThT	aGal spleen mod	Tau fibril FP	ALDH1A1 block	L3MBTL1 block	TRb SRC2 PPI	TR SRC2 fluor cs	Tau fluor cs
COC(=O)c1ccc(NC(=O)COc2ccc(S(=O)(=O)NC(C)C)cc2)cc1	2%	2%	-10%	-3%	-8%	4%	-4%	-4%
O=C(CSc1nnc(SCc2ccc(Cl)cc2)s1)N1CCN(C(=O)c2ccco2)CC1	-18%	-13%	0%	-13%	2%	-9%	0%	-15%
Cc1[nH]nc(N=CC2=C(O)CC(C)(C)CC2=O)c1-c1ccc(Cl)cc1	-8%	2%	0%	14µM*	6%	-15%	3%	-12%
CSc1sc2ccccc2[n+]1CCCS(=O)(=O)[O-]	?	-4%	-14%	-14%	7%	-4%	0%	-12%
